FLuc inh: inhibitors of firefly (Photinus pyralis) luciferase | purified P. pyralis luciferase, luminescence, biochemical | Potency, µM (highest dose often 115 µM), inactives show at the highest dose activity change, negative = inhibition, usual class: inhibitors | 76,000 tested, 2.5% active; further: potency means the concentration at half of the fitted maximal effect; nearly all actives have a fitted effect of over 65% in size
Target sequence (P08659 whole entry, looked up): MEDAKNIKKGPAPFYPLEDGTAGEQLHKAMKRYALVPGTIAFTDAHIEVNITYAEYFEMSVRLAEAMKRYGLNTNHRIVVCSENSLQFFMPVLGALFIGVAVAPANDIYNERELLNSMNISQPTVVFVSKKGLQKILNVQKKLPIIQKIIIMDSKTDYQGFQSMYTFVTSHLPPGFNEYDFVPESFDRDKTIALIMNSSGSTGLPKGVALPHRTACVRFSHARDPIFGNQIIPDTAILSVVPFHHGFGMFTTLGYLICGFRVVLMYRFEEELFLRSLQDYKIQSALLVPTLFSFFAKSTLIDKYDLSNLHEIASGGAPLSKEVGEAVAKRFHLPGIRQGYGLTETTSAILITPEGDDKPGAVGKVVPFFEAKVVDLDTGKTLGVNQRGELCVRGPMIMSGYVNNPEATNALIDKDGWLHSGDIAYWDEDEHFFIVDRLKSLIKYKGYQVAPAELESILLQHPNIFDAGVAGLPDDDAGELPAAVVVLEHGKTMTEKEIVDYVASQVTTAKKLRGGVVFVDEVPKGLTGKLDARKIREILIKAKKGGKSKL
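FLuc 10nM, D-luciferin 10uM, ATP 10uM, Mg acetate 10mM, Tris acetate pH 7.5, Tween/BSA; cpd qHTS; enzyme added last; CCD luminescence.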
HEK293 tox: kills HEK 293 cells. HEK 293 viability, ATP luminescence (CellTiter-Glo), 48-72 h. Potency, µM (doses to about 115 µM), for inactives: top-dose activity change, negative = cytotoxicity, actives largely listed as inhibitors. 94,000 tested, 6.6% active; further: potency means the concentration at half of the fitted maximal effect; nearly all actives have a fitted effect of over 60% in size
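CellTiter-Glo luminescence (cellular ATP) was read after 48 or 72 hr of compound exposure at 37 degree Celsius. Cells were HEK 293 plated at 250 cells/well.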
SNCA viab count: counter-screen for SNCA expression inhibitors: cell viability; HEK-293-SNCA-luc viability, GF-AFC fluorescence, 24 h; Potency, µM (titrated, usually from 57.1 µM), without a hit: top-dose activity change, negative = cytotoxicity, usual class: cytotoxic; 150,000 tested, 0.12% active; AID 1671193;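 further: potency means the concentration at half of the fitted maximal effect; 0% = DMSO-treated cells and -100% = medium-only wells without cells; nearly all actives have a fitted effect of over 30% in size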
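HEK-293-SNCA-luc cells (1500/well) plated 24 h, then exposed 24 h to a dilution series; GF-AFC added 30 min at 37C, fluorescence 405/540 nm; normalised to medium-only and DMSO wells, Hill fit.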
NIH3T3 tox: kills NIH 3T3 cells. Potency, µM (top dose mostly 96.7 µM), without a hit: at the highest dose activity change, negative = cytotoxicity, most hits filed as inhibitors. 94,000 tested, 4.3% active. AID 1345082. NIH 3T3 viability, CellTiter-Glo ATP luminescence, 48-72 h; further: potency means the concentration at half of the fitted maximal effect; nearly all actives have a fitted effect of over 55% in size
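Mouse fibroblast NIH 3T3 cells, 400 per well, received compound via pintool and were incubated for 48 or 72 hr prior to CellTiter-Glo ATP luminescence measurement.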
GPT2 inh: blocks human glutamate pyruvate transaminase 2; Q8TD30; Recombinant GPT2, coupled pyruvate oxidase/HRP Amplex Red fluorescence; Potency, µM (series often up to 57.7 µM), for inactives: at the top dose activity change, negative = inhibition, hits mostly inhibitors; 100,000 tested, 0.25% active; further: potency means the concentration at half of the fitted maximal effect; nearly all actives have a fitted effect of over 60% in size; many of its hits are not listed in these tables
Target sequence (Q8TD30 whole entry, looked up): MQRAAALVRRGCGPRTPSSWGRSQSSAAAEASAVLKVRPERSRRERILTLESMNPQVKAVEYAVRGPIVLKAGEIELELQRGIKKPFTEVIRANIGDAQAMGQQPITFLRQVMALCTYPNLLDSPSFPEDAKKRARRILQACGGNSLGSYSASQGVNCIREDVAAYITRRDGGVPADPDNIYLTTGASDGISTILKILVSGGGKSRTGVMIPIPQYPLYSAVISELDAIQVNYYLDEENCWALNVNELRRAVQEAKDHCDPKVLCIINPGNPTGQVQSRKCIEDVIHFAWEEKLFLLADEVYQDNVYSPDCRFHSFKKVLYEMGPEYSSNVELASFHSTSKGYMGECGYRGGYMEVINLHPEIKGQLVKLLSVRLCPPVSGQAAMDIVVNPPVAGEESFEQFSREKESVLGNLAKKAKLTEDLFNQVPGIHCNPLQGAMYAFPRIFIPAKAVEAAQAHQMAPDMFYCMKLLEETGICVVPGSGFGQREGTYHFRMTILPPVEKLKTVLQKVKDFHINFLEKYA
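Inhibition is scored from Amplex Red fluorescence generated when pyruvate oxidase and HRP act on pyruvate released by GPT2. Reactions contain 10ng/uL enzyme, 250uM a-KG and 2mM L-alanine and run 30 min at room temperature.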
IP6K1 inhibitor: blocks human inositol hexakisphosphate kinase 1 | IP6K1 kinase, ADP-Glo luminescence, 2 h; stronger effect = lower value | activity change, % (series mostly up to about 58 µM) | Q92551 | AID 1645851 | 140,000 tested, 0.81% active; in the data active means activity change below about -25%
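ADP-Glo luminescence measures ADP made by human IP6K1 during a 2 h RT reaction with ATP/IP6 (mix at 1.3 mM/130 uM); top library doses 57.5 and 19.1 uM final.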
SNCA expr inh: reduces expression of the alpha-synuclein gene; HEK-293 SNCA-luciferase knock-in, luminescence, 24 h; Potency, µM (series often up to 57.2 µM), inactives show at the top dose activity change, negative = inhibition, usual class: inhibitors; 140,000 tested, 0.17% active; AID 1671194;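 further: potency means the concentration at half of the fitted maximal effect; plate controls were DMSO cells for no effect and cell-free wells for full effect; nearly all actives have a fitted effect of over 45% in size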
Numbers without * were called inactive; i = inactive; ? = inconclusive; / = no result given; [ ] = dose if it differs, or a comment. Unless noted, the call rests on the fitted dose curve; in most records, active means well fitted curve in the direction sought with a large enough effect; inconclusive means small, poorly fitted or top-dose-only effect, or another doubt; inactive means no such curve, though single readings can be large; an effect the other way counts as inactive or inconclusive. Unless noted, on the % scale 0 is the no-effect control and ±100 the full control effect. This is a subset; the hit share may differ from the screen's.

SMILES	FLuc inh	HEK293 tox	SNCA viab count	NIH3T3 tox	GPT2 inh	IP6K1 inhibitor	SNCA expr inh
O=C(Cn1c2c(c(=O)n1Cc1ccccc1)CCN(Cc1ccccc1)C2)NCc1ccc2c(c1)OCO2	-3%	?	-20%	?	-5%	9	-6%
CCS(=O)(=O)N1CCC(c2ncc(C)n2C(C)C)C1 (configuration not stated)	0%	5%	-2%	-1%	i	16	31%[activator]
COc1cc(C(=O)N2CCN(CCc3ccccn3)CC2)cc(OC)c1OC	/	/	?	/	/	-22	?
CCc1cccc(NC(=O)N2CC(c3nnc(-c4ccncc4)o3)C3(CCOCC3)C2)c1 (configuration not stated)	-6%	i	-3%	-4%	i	21	-12%
COc1ccccc1C(=O)N1CC(N2C(=O)c3c(c(C)nn3-c3ccccc3)C2C)C1 (configuration not stated)	/	?	/	?	/	11	/
O=C(C1CCCN1C(=O)c1cccc(-c2ccccn2)c1)N1CCC(c2ccccc2)CC1 (configuration not stated)	/	?	-15%	-29%	-4%	11	-6%
CC(=O)Nc1ccc(C(=O)N2C3CCC2CN(Cc2cccnc2)C3)cc1	/	-9%	1%	i	i	25	9%
Cc1c(C(=O)Nc2cccc(Cl)c2)oc2ccc(S(=O)(=O)N3CCOCC3)cc12	/	/	2%	/	/	8	-11%
CS(=O)(=O)NC[C@H]1O[C@@H](CO)[C@@H](O)[C@H]1N1CCc2ccccc2C1	3%[172 µM]	i	1%[87.6 µM]	i	-4%[88.5 µM]	-1	13%[87.6 µM]
CN1Cc2ccc(NCc3ccccc3)nc2C(C)(C(=O)NCCCn2ccnc2)C1 (configuration not stated)	0%[172 µM]	?	-3%[87.6 µM]	?	-3%[88.5 µM]	17	7%[87.6 µM]
Cc1nnc2ccc(N3CCCN(C(=O)Cc4ccc(F)cc4)CC3)nn12	/	i	/	-14%	/	-3	/
O=C(NCC1CC1)c1nc2cccnc2n(CCc2ccccc2)c1=O	/	?	-6%	?	-1%	18	15%
CC1=C[C@@H](CNC(=O)NC2CCCCC2)[C@H](C(C)C)C[C@H]1CC(=O)O	-7%[172 µM]	i	1%[87.6 µM]	-14%[174 µM]	1%[88.5 µM]	6	14%[87.6 µM]
O=C(Cc1cccc(F)c1)N1CCC2(CC1)N=C(c1ccc(Cl)cc1)NO2	-10%	?	-9%	?	-13%	-20	-1%
CCOc1ccc(-c2cc(C(=O)NCCc3ccccc3)c3c(-c4ccc(C)cc4)[nH]nc3n2)cc1	/	/	3%	/	/	4	45%[activator]

Profiles, quoted from the list:
Results for `CCS(=O)(=O)N1CCC(c2ncc(C)n2C(C)C)C1` (configuration not stated) = FLuc inh: 0%; HEK293 tox: 5%; SNCA viab count: -2%; NIH3T3 tox: -1%; GPT2 inh: i; IP6K1 inhibitor: 16; SNCA expr inh: 31%[activator]
Results for `COc1ccccc1C(=O)N1CC(N2C(=O)c3c(c(C)nn3-c3ccccc3)C2C)C1` (configuration not stated) = FLuc inh: /; HEK293 tox: ?; SNCA viab count: /; NIH3T3 tox: ?; GPT2 inh: /; IP6K1 inhibitor: 11; SNCA expr inh: /

Later entries.
SMILES	FLuc inh	HEK293 tox	SNCA viab count	NIH3T3 tox	GPT2 inh	IP6K1 inhibitor	SNCA expr inh
O=C(C1CC1)N1CCN(C2CCN(Cc3ccccn3)C2=O)CC1 (configuration not stated)	-2%	-4%	4%	-3%	?	2	20%
CCc1ccc(CNC(=O)c2cc3cn(C4CCCC4)cc3s2)cc1	-25%	?	3%	?	i	-9	-1%
CCOC(=O)C1CCN(c2c(C(=O)c3ccc(OC)cc3)cnc3ccccc23)CC1	/	/	-20%	/	/	29	23%
CCCCNC(=O)N1CCC2(CC1)C(=O)N(CC(=O)NCC1CCCO1)CN2c1ccccc1 (configuration not stated)	-10%	-5%	-28%	-13%	-34%	7	16%
Clc1ccc(C2Cn3nnc(-c4noc(C5(c6ccccc6)CC5)n4)c3CO2)cc1 (configuration not stated)	7%	-4%	1%	-14%	i	-10	3%
Cc1nn(C(=O)CCCC(=O)N2CCC(CCOc3ccc(F)cc3)C2)c2ccccc12 (configuration not stated)	11%	4%	0%	-1%	1%	-4	0%
O=C(Cn1cc(C(=O)c2ccco2)c2ccccc21)Nc1ccccc1Cl	/	/	-5%	/	/	-3	31%[activator]
Cc1ccc(NC(=O)Cn2cc(C(=O)C3CCCCC3)c3ccccc32)c(C)c1	/	/	-9%	/	/	-7	-7%
CNC(=O)C1CCN(c2nccc(Nc3ccccc3F)n2)CC1	/	?	?	-43%[138 µM]	-19%[88.5 µM]	2	40%[activator][87.6 µM]
COc1ccc(Nc2cc(C)c3cc(NC(=O)COc4cccc(C)c4)ccc3n2)cc1	/	/	-6%	/	/	21	-9%
CCc1nn2c(=O)cc(COC(=O)c3ccco3)nc2s1	/	/	11%	/	/	-22	-12%
O=C(NC[C@H]1O[C@@H](CO)[C@@H](O)[C@H]1N1CCOCC1)c1cccs1	2%[172 µM]	5%[172 µM]	1%[87.6 µM]	-8%[174 µM]	-24%[88.5 µM]	8	25%[87.6 µM]
COc1ccc(CNC(=O)c2ccc3c(c2)NC(=O)C(CS(=O)(=O)Cc2ccccc2Cl)N3)cc1 (configuration not stated)	/	/	12%	/	/	9	15%
Cc1ccc(-c2nc3cccc(C)n3c2Nc2ccc3c(c2)OCO3)o1	/	/	-20%	/	/	-2	66%[activator]
O=C(C1CCCN1C(=O)c1ccccc1Cl)N1CCC(N2Cc3ccccc3C2=O)CC1 (configuration not stated)	/	-17%	-3%	-9%	i	-11	12%
Cc1cccc2sc(N(Cc3cccnc3)C(=O)c3cccs3)nc12	/	/	-8%	/	/	-13	20%
COc1cccc(N2C(=O)NC(=NC3CCCCC3)C23CCN(C(=O)c2ccc(C)cc2)C3)c1 (configuration not stated)	/	i	0%	-6%	0%	-2	-7%
Cc1ccc(Cl)cc1N1CCN(C(=O)Cc2c(C(=O)O)c(C)cn2C)CC1	/	/	0%	/	/	-19	-9%
COc1ccccc1-c1csc(CN2CC(C)(NC(=O)C3CC3)C2)n1	-27%[172 µM]	?	7%[87.6 µM]	-26%[138 µM]	-3%[88.5 µM]	6	62%[activator][87.6 µM]
O=C1CCC2(C(=O)NCCN3CCCCC3)CCCC=C2N1C1CCCC1 (configuration not stated)	-29%	-11%	8%	i	i	11	17%
CCC(C)C(=O)NC1CCN(c2cnn(Cc3ccccc3)c(=O)c2)CC1 (configuration not stated)	-1%	-9%	-5%	-5%	i	14	-18%
c1ccc(-c2nnc([C@H]3CCN(Cc4ccc5c(c4)OCO5)C3)o2)cc1	-17%[172 µM]	-31%[172 µM]	1%[87.6 µM]	-21%[174 µM]	-43%[88.5 µM]	2	?
O=C(c1ccccc1Cl)N1CCC(C(=O)N2CCC(N3Cc4cccn4C3=O)CC2)CC1	/	-27%	-2%	-22%	-2%	10	2%
O[C@H]1[C@H](NCc2ccc(-c3ccccc3)cc2)[C@H]2CO[C@H](O2)[C@@H]1Oc1ccccc1	6%[172 µM]	89µM*	3%[87.6 µM]	112µM*	-7%[88.5 µM]	-5	?
O=C1C[C@H]2CC[C@@H](CN1)N2C(=O)c1sc2cccc(F)c2c1Cl	6%	-25%	0%	-24%	-17%	2	-23%
O=C1NC2(CCN(C(=O)c3ccccc3F)C2)N=C1c1ccncc1 (configuration not stated)	0%	i	-1%	i	i	-2	-16%
O=C1OCCCN1CCNC(=O)[C@@]12CNC[C@@H]1CN(Cc1ccccc1)C2	2%	?	-18%	-11%	-8%	23	-8%
CC(=O)N[C@H](C)c1c(-c2ccc(F)cc2)noc1C(=O)O	-7%[230 µM]	i	12%[87.6 µM]	i	-13%[88.5 µM]	4	-11%[87.6 µM]
CC(C)OCCCNC(=O)C1CC(=O)N(c2n[nH]c3cc(Br)ccc23)C1 (configuration not stated)	0%	?	-1%	-9%	-9%	-2	-14%
NC(=O)CCNC(=O)C1=C[C@@H](NC(=O)CC2(CC(=O)O)CCCC2)[C@@H](O)[C@H](O)C1	2%[172 µM]	5%[172 µM]	3%[87.6 µM]	-2%[174 µM]	-15%[88.5 µM]	-10	-20%[87.6 µM]
Cc1c(C(=O)OC2CCC(C)CC2)[nH]c2c1C(=O)CC(c1ccc(F)cc1)C2 (configuration not stated)	/	/	-3%	/	/	-4	1%
CC(=O)N[C@@H]1Cc2ccccc2[C@H]1NC(=O)CCc1cc2n(n1)CCCNC2	-4%	-1%	-5%	3%	-19%	-4	-10%
CC1=C(c2ccc(C)c(C)c2)S(=O)(=O)N=C1N1CCC(C(=O)NCCc2ccc(Cl)cc2)CC1	/	/	-1%	/	/	23	?
CSc1cccc(NS(=O)(=O)c2cn(C)c(C)n2)c1	/	/	-1%	/	/	-7	-10%
O=C(Cc1ccsc1)N1CCc2n[nH]c(=O)n2CC1	13%	0%	-10%	-2%	i	7	7%
O=S(=O)(c1ccc2c(c1)CCN2)N1CCCCCC1	/	/	-3%	/	/	4	-8%
O=C(NCc1cccnc1)[C@@H]1C[C@H](c2ccc(F)cc2)N(Cc2ccccc2Cl)C1	-12%[172 µM]	?	-28%[87.6 µM]	?	-4%[88.5 µM]	4	?
Cc1cc(CN2CCC3(CC2)CCN(Cc2cscn2)CC3CO)on1 (configuration not stated)	1%	-5%	11%	-4%	-4%[11.5 µM]	18	14%
Cc1nn(CC(=O)NCc2ccccc2)c(=O)c2nc(C(C)C)sc12	-18%	-8%	-3%	i	?	10	-20%
CCOC(=O)C1CCN(C(=O)c2ccc3oc(-c4cccnc4)nc3c2)CC1	/	0%	-1%	0%	2%	5	-5%
CCOc1ccc(N(C)C(=O)CS(=O)(=O)c2cccc3nsnc23)cc1	/	/	-1%	/	/	12	26%
Cc1cccc(OCC(=O)N2CCC(n3cc(-c4nc(C5CC5)no4)nn3)C2)c1 (configuration not stated)	8%	-26%	-8%	-30%	-4%	0	30%
CCc1ccc(N2C(=O)CN(S(=O)(=O)CC)CC2(C)C(=O)NC2CCCCC2)cc1 (configuration not stated)	/	/	-8%	/	/	-13	-10%
CCn1c(CN2CCCCC2)nc2cc(NC(=O)COc3ccc([N+](=O)[O-])cc3)ccc21	/	/	0%	/	/	1	-5%
CN(C)c1ccc(CCc2nc(C3CCOC3)no2)cc1 (configuration not stated)	-3%	-7%	4%	-21%	i	9	25%
CCC(CC)C(=O)Nc1ccc(-c2cn3cccnc3n2)cc1	/	/	13%	/	/	4	78%[activator]
COc1ccc(-c2nc(C(C)C)nc3c2CCN(C(=O)c2cccc(Cl)c2)CC3)cc1	7%	?	?	45µM*	-9%	-1	-4%

An excerpt from above with just SNCA viab count, IP6K1 inhibitor and HEK293 tox:
canonical_smiles | SNCA viab count | IP6K1 inhibitor | HEK293 tox
Cc1cc(CN2CCC3(CC2)CCN(Cc2cscn2)CC3CO)on1 (configuration not stated) | 11% | 18 | -5%
Cc1nn(CC(=O)NCc2ccccc2)c(=O)c2nc(C(C)C)sc12 | -3% | 10 | -8%
CCOC(=O)C1CCN(C(=O)c2ccc3oc(-c4cccnc4)nc3c2)CC1 | -1% | 5 | 0%
CCOc1ccc(N(C)C(=O)CS(=O)(=O)c2cccc3nsnc23)cc1 | -1% | 12 | /

Bioassay records as filed in PubChem BioAssay.
